BoNT F protease – inhibitors of Botulinum neurotoxin F light chain protease; Multiplex microsphere protease cleavage assay, flow cytometry; inhibition, % at 10 µM; actives 0.22% (n = 360,000); in the data active = inhibition above about 35%, passing the limit was not always enough; inconclusive = no clear call, values can overlap the other calls; note: plate controls were buffer without enzyme for full effect and enzyme alone for no effect
TcdB inh – blocks C. difficile toxin B glycohydrolase activity; AID 652162; TcdB glycohydrolase enzymatic assay, plate reader; inhibition, % at 9.99 µM; P18177; actives 0.24% (n = 350,000); in the data active = inhibition above about 10%
CCHF vOTU inh – CCHFV vOTU protease inhibition | Pep-AMC fluorescence | actives 0.55% (n = 370,000) | AID 651958 | inhibition, % at 11.5 µM; in the data active = inhibition above about 30%; note: 0% = vehicle wells with enzyme and 100% = no enzyme wells
BoNT A protease – blocks Botulinum neurotoxin A light chain protease. multiplex microsphere protease substrate cleavage, flow cytometry. inhibition, % at 10 µM. actives 0.17% (n = 360,000). AID 588499; note: plate controls were buffer without enzyme for full effect and enzyme alone for no effect
Anthrax LF inh2 – inhibitors of Bacillus anthracis lethal factor protease; P15917; multiplex microsphere protease cleavage assay, LF; inhibition, % at 10 µM; actives 0.12% (n = 360,000); AID 588501; note: plate controls were buffer without enzyme for full effect and enzyme alone for no effect
Y pestis TopoI – Y. pestis Topo-I inhibition via cleavage products. Y. pestis Topo-I cleavage product accumulation, plate reader. activity, % at 10 µM. actives 0.064% (n = 360,000). AID 504884; in the data active = activity above about 50%, passing the limit was not always enough; inconclusive = no clear call, values can overlap the other calls; note: inactives centre near 2
FadD28 binding – M. tuberculosis FadD28 bisubstrate binding inhibition; FadD28 bisubstrate probe binding, fluorescence polarization; inhibition, % at 12.5 µM; actives 0.22% (n = 360,000); AID 588549; in the data active = inhibition above about 8.5%, passing the limit was not always enough; inconclusive = no clear call, values can overlap the other calls
PrPC surface inh – inhibitors of human cell surface prion protein PrPC; P04156; inhibition, % at 13.8 µM; actives 0.43% (n = 370,000); TR-FRET read-out; in the data active = inhibition above about 24%; note: 0% = median of the test wells and 100% = reference compound wells
PfHsp40 yeast – compounds rescuing yeast from Plasmodium falciparum HSP40 toxicity; S. cerevisiae expressing PfHsp40, growth rescue, ATP luminescence; actives 0.68% (n = 340,000); AID 504582; growth rescue, % at 12.5 µM; in the data active = growth rescue above about 28%, passing the limit was not always enough; inconclusive = no clear call, values can overlap the other calls;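 note: yeast W303a lacking pdr1 and pdr3 grown in galactose medium; growth measured after three days at 30 °C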
* = called active by the depositor; ? = inconclusive; nt = not tested or not shown. Cut-off read from the data, not from the text of the source, unless noted: active = inhibition above about 30%; inconclusive = no clear call, values can overlap the other calls; inactive = below that. Random draw from the library, and some 2.3% of all compounds hit somewhere here.

SMILES	BoNT F protease	TcdB inh	CCHF vOTU inh	BoNT A protease	Anthrax LF inh2	Y pestis TopoI	FadD28 binding	PrPC surface inh	PfHsp40 yeast
O=C(CSc1nc2ccccc2c(=O)n1NC(=O)Cc1ccccc1)NCc1ccco1	3.2	nt	7.4	0.0	-3.0	-2.1	0.8	-6.5	-0.3
COCCNC(=O)C(=O)NNS(=O)(=O)c1ccc2ccccc2c1	-3.8	0.0	-2.2	-1.0	-1.3	-2.2	-1.3	-1.3	0.4
COc1ccc(/C=C(/CC(=O)Nc2ccc(C)cc2)c2nc3ccccc3s2)cc1	-6.8	1.1	-0.8	1.3	3.6	-3.8	-3.3	-6.8	-0.2
Cc1ccc(S(=O)(=O)NC(=O)C2(C)CCN2C(=O)C2(c3ccc(Cl)cc3)CC2)cc1 (stereo not drawn)	-5.7	-0.5	7.3	-0.1	-4.7	4.0	-0.6	3.6	nt
O=C(Nc1nnc(-c2ccccc2)o1)C1CCCN1S(=O)(=O)c1cccs1 (stereo not drawn)	2.4	0.9	1.7	-1.4	1.3	-0.1	0.5	1.1	0.1
Cc1ccc(NC(=O)C2CCN(S(=O)(=O)c3ccc4c(c3)NC(=O)C(C)S4)CC2)cc1C (stereo not drawn)	-3.8	-0.4	15.7	-1.0	1.9	31.7	-4.5	13.6	0.4
Cc1cccn2c(=O)c3cc(C(=O)NCCN4CCOCC4)c(=N)n(CCc4ccccc4)c3nc12	-3.1	nt	-128.2	0.5	-0.5	7.1	-3.2	-29.1	0.2
Cc1cnc(C(=O)OCC(=O)NC(=O)NC(C)C)cn1	0.4	nt	-2.6	-0.4	1.6	-5.3	-0.4	-4.0	-0.2
CN(C)CCn1cnc2ccccc21	-1.0	-0.5	4.0	0.6	-5.0	6.1	-2.1	0.9	0.5
CCSc1nnc(NC(=O)[C@H](C)NC(=O)c2ccccc2Cl)s1	2.0	0.8	-8.1	-0.1	0.0	-6.0	-0.1	-1.7	0.9
CC(=O)c1ccc(Nc2nc(=O)c3cccnc3s2)cc1	-0.5	nt	8.2	-0.5	-5.9	5.6	-0.7	9.2	8.1
O=[N+]([O-])c1ccc(NNC(=S)Nc2ccccc2)cc1	?	nt	nt	0.1	2.2	-13.5	-2.3	nt	3.4

Full records, looked up by structure.
Entry for Cc1cccn2c(=O)c3cc(C(=O)NCCN4CCOCC4)c(=N)n(CCc4ccccc4)c3nc12 = BoNT F protease = -3.1; TcdB inh = nt; CCHF vOTU inh = -128.2; BoNT A protease = 0.5; Anthrax LF inh2 = -0.5; Y pestis TopoI = 7.1; FadD28 binding = -3.2; PrPC surface inh = -29.1; PfHsp40 yeast = 0.2
Entry for O=C(CSc1nc2ccccc2c(=O)n1NC(=O)Cc1ccccc1)NCc1ccco1 = BoNT F protease = 3.2; TcdB inh = nt; CCHF vOTU inh = 7.4; BoNT A protease = 0.0; Anthrax LF inh2 = -3.0; Y pestis TopoI = -2.1; FadD28 binding = 0.8; PrPC surface inh = -6.5; PfHsp40 yeast = -0.3

The list continues:
SMILES	BoNT F protease	TcdB inh	CCHF vOTU inh	BoNT A protease	Anthrax LF inh2	Y pestis TopoI	FadD28 binding	PrPC surface inh	PfHsp40 yeast
CC(C)CC(NC(=O)C1CCC(C)CC1)C(=O)NCCN1CCOCC1 (stereo not drawn)	-10.1	0.9	-3.5	-2.1	-3.8	-3.4	-1.5	-1.9	0.7
CSc1nc2ccc3nc(NC(=O)c4ccc(C)cc4)sc3c2s1	-11.2	2.1	-1.6	0.9	-13.8	0.3	-5.3	0.8	-0.9
COc1cccc(NC(=O)COC(=O)c2c3c(nc4ccccc24)CCC(C)C3)c1 (stereo not drawn)	0.5	nt	-15.9	4.2	-0.4	4.5	-10.6	3.0	2.0
O=C(Cn1nnc(-c2ccccc2)n1)N/N=C/c1ccco1	-2.6	-0.2	4.7	-0.1	-4.8	5.2	0.4	4.9	-0.9
COCCN(C(=O)Cn1c(C(F)(F)F)nc2ccccc21)c1c(N)n(Cc2ccccc2)c(=O)[nH]c1=O	0.9	-0.2	-2.4	-0.3	-4.0	1.1	-5.1	8.1	-0.6
O=C(O)C1CCCCC1C(=O)OCCCCOC(=O)C1CCCCC1C(=O)O (stereo not drawn)	-2.6	nt	-3.9	-0.4	4.7	7.7	-0.2	0.5	0.5
CCOC(=O)Cn1nc(-c2ccc(Cl)cc2)ccc1=O	-2.1	nt	-11.9	-0.3	-0.7	0.1	-3.3	-10.6	0.6
O=C(CCN1C(=O)c2ccc([N+](=O)[O-])cc2C1=O)Nc1cccc(O)c1	10.3	nt	10.1	0.3	-0.2	-5.3	-1.5	-19.2	1.3
Cc1ccc2oc(=O)ccc2c1	-2.1	-1.3	1.5	-0.2	-2.5	8.5	-3.4	-3.7	10.5
CC1(C(=O)NS(=O)(=O)c2ccc(C#N)cc2)CCN1C(=O)CC1CCCCC1 (stereo not drawn)	-9.5	-3.6	-1.7	-1.3	-9.7	2.3	-3.8	-7.0	nt
Cc1ccc(NC(=O)Cn2ncn3c(cc4ccccc43)c2=O)cc1F	5.0	1.7	14.9	1.2	-0.2	3.6	1.3	-4.5	2.3
CC(C)Cc1ccc(CN2CCC(n3nccc3NC(=O)C3CCCC3)CC2)cc1	2.5	2.6	-0.4	0.2	-1.0	21.8	-3.2	-4.5	-1.0

Next part.
SMILES	BoNT F protease	TcdB inh	CCHF vOTU inh	BoNT A protease	Anthrax LF inh2	Y pestis TopoI	FadD28 binding	PrPC surface inh	PfHsp40 yeast
COc1ccc(C(C)C)cc1S(=O)(=O)N1CC(C)OC(C)C1 (stereo not drawn)	-0.4	-0.4	-16.6	0.1	0.4	-0.3	-3.1	-6.9	0.0
O=C1CN(C(=O)c2ccc3nc(Cc4cccc(Cl)c4)oc3c2)CCN1	3.7	1.3	2.4	0.7	6.2	2.2	-2.1	0.5	1.1
COc1cc(C(C(=O)NC2CCCCC2)N(C(=O)Cc2c[nH]c3ccccc23)c2ccc(C)cc2)cc(OC)c1OC (stereo not drawn)	-5.2	1.0	0.2	-0.1	-0.8	3.0	-4.3	3.6	0.3
COc1ccc(Cn2ccnc2SCC(=O)Nc2ccccc2)cc1	-6.1	0.7	-0.3	-0.6	1.2	-8.2	-1.6	-4.9	0.0
Cc1ccc(OCC(=O)NNC(=O)C(C)Sc2ncnc3sc(C)c(C)c23)cc1 (stereo not drawn)	5.2	nt	8.2	-0.4	-9.2	29.4	-5.0	16.5	3.6
Cc1nc(NC(C)c2ccccc2)c2oc3ccccc3c2n1 (stereo not drawn)	-4.7	nt	0.0	-0.4	1.1	27.0	-4.5	16.1	6.1
O=C(O)c1ccccc1SC1CC(=O)N(c2cccc3ccccc23)C1=O (stereo not drawn)	-4.7	-1.7	3.1	0.3	-6.8	2.2	-0.8	1.3	0.2
O=S1(=O)CCOC[C@H](Cc2ccccc2)N1Cc1cccc(F)c1	-1.5	1.9	9.3	-0.3	-1.9	19.0	0.8	0.9	0.5
O=c1[nH]c2ccc(NC(=S)Nc3ccccc3)cc2[nH]1	-2.6	0.3	11.0	-0.7	1.0	2.3	-0.2	5.5	-0.9
CSCC[C@H](NC(=O)c1cccc(S(=O)(=O)N2CCCCC2)c1)c1nc2ccccc2[nH]1	-4.2	0.4	8.2	0.2	-3.3	-6.4	-3.7	0.9	0.0
CCN1C(=O)c2ccccc2Sc2ccc(C(=O)NCCCN(CC(C)C)CC(C)C)cc21	6.8	-1.7	9.4	1.8	0.2	-6.0	-1.4	4.0	-0.2
Cc1cc(CNC(=O)Cn2nc(C)c([N+](=O)[O-])c2C)c2ccccc2n1	-4.4	0.2	1.6	-0.6	-4.4	0.2	-0.8	-6.2	2.1

(continued)
| SMILES | BoNT F protease | TcdB inh | CCHF vOTU inh | BoNT A protease | Anthrax LF inh2 | Y pestis TopoI | FadD28 binding | PrPC surface inh | PfHsp40 yeast |
| --- | --- | --- | --- | --- | --- | --- | --- | --- | --- |
| Cc1cc(C)cc(C(=O)NCC(=O)OCC(=O)N2CCN(S(=O)(=O)c3ccc4ccccc4c3)CC2)c1 | -11.6 | 0.1 | 0.1 | -1.0 | -3.2 | 26.6 | -4.4 | 0.0 | 0.0 |
| COc1ccc(CC(=O)N2N=C(C)CC2(O)c2cccnc2)cc1 (stereo not drawn) | 1.2 | nt | -0.4 | 0.5 | 1.0 | -2.6 | 1.6 | 3.4 | 0.8 |
| CC(=O)NC(Cc1ccccc1C)C(=O)NC1CCN(C(=O)c2cccc(C)c2)CC1 (stereo not drawn) | -6.1 | 1.0 | -8.5 | -0.4 | -1.3 | -2.1 | -0.1 | -2.5 | 1.0 |
| COc1ccc(C2=Nn3c(nnc3-c3ccccc3OC)SC2)cc1OC1CCOC1 (stereo not drawn) | 1.5 | 1.3 | 11.8 | -0.5 | 2.5 | 4.8 | -2.1 | 12.0 | -0.3 |
| COc1ccccc1N1CCN(C(=O)Cn2cnc3c2c(=O)n(C)c(=O)n3C)CC1 | ? | 0.7 | -1.2 | -1.5 | 3.1 | 2.0 | 1.1 | -1.4 | -0.9 |
| CCOc1ccccc1N1CCN(S(=O)(=O)CC)CC1 | -8.6 | nt | -0.8 | 1.0 | -0.3 | -1.3 | -1.8 | 3.9 | -0.5 |
| CCCc1cc(C(=O)Nc2sc3c(c2C(=O)OCC)CCCC3)no1 | -9.5 | -1.0 | 5.7 | -0.3 | -1.2 | 0.9 | -2.8 | 3.7 | 0.4 |
| CC[n+]1c(/C=C2/C=C(C)CC(C)C2)sc2ccccc21 (stereo not drawn) | -15.4 | 1.0 | 7.3 | 2.9 | -1.7 | 5.8 | 0.5 | 1.0 | 1.9 |
| CC(C)(C)OC(=O)CNC(=O)c1[nH]cnc1C(=O)Nc1ccc(CNC(=O)OC(C)(C)C)cc1 | -0.7 | -0.8 | 28.4 | -0.7 | -5.2 | -0.1 | -4.3 | 1.1 | 2.5 |
| COc1ccc(C(=O)NNc2cc(C)nc(NNC(=O)c3ccc(OC)cc3)n2)cc1 | -7.4 | 0.3 | 1.8 | 0.2 | 3.1 | 4.0 | -2.6 | 1.6 | -1.4 |
| COc1cc(-c2cnc3c(NC(C)=O)cc(-c4cccc(C(=O)NCCO)c4)cn23)cc(OC)c1OC | -5.9 | 0.3 | -5.8 | -0.3 | -2.6 | 19.4 | -0.3 | -5.0 | nt |
| COc1ccc(N2Cc3cccc(C(=O)N4CCN(C(=O)c5ccco5)CC4)c3C2=O)cc1 | 3.0 | 2.6 | 3.9 | 0.0 | -0.2 | 2.3 | -2.3 | 6.0 | -0.1 |
| Cn1nnnc1SCC(=O)N1CCN(C(=O)c2ccco2)CC1 | -2.4 | -2.6 | 6.4 | -0.7 | 3.7 | 3.9 | -1.2 | 3.9 | 15.2 |
| COc1ccc(N2CC(C(=O)Nc3ccc(S(=O)(=O)Nc4nc(C)cc(C)n4)cc3)CC2=O)cc1 (stereo not drawn) | -0.7 | 0.6 | 1.8 | -0.8 | -0.4 | 3.5 | -2.6 | 6.0 | -0.3 |
| O=[N+]([O-])c1ccc(Nc2cccc3c2[nH]c2c(-c4ccccc4)nccc23)c([N+](=O)[O-])c1 | -11.2 | 1.3 | 1.2 | 2.5 | -6.1 | -21.5 | -1.3 | 6.6 | -1.2 |
